High-throughput results deposited in PubChem BioAssay by National Center for Advancing Translational Sciences (NCATS).
IMPase Li inh: cell-permeable IMPase inhibitors with lithium potentiation. AID 1457. CHO-M1 cells, IP1 TR-FRET (IP-One), carbachol + lithium. Potency, µM (doses to about 59.4 µM), for inactives: at the top dose activity, negative = IMPase inhibition, actives largely listed as inhibitors. 0.35% of 210,000 active;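 further: IP1 builds up when IMPase is blocked and the TR-FRET signal falls; potency means the concentration at half of the fitted maximal effect; plate controls were basal vehicle for no effect and high inhibitor control for full effect; nearly all actives have a fitted effect of over 50% in size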
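Test compounds were applied to CHO-M1 cells previously cultured for 16–30 h at 2000 per well. A small lithium amount accompanied them; after 30 min at 37C, IP1 was quantified by TR-FRET.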
KinaseGlo FLuc: Kinase-Glo luciferase inhibition (counter-screen); Q27757; Kinase-Glo luciferase, ATP luminescence, 8 min; Potency, µM (highest dose often 38.3 µM), inactives show at the top dose activity change, negative = inhibition, hits mostly inhibitors; 0.28% of 200,000 active; AID 1379; further: potency means the concentration at half of the fitted maximal effect; on the % scale 0 is the no-effect control and ±100 the full control effect; nearly all actives have a fitted effect of over 60% in size
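Recombinant Kinase-Glo luciferase, 10 uM ATP (linear range), luciferin; imidazole pH 7.2 / KCl / MgCl2 / Tween / BSA buffer; 8 min RT; luminescence.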
LMNA splice mod: modulators of lamin A splicing; HeLa LMNA splicing GFP/RFP minigene ratio, 48 h; Potency, µM (series often up to 46.1 µM), without a hit: at the highest dose ratio change, negative = inhibition, hits mostly inhibitors; 0.01% of 200,000 active; AID 1487; active means well fitted inhibition curve with a large enough effect in the signal ratio, with a control signal flat, not every such curve was filed as active; inconclusive means small, poorly fitted or top-dose-only effect, or effect the other way, or a change in a side signal; the % refers to the signal ratio; further: potency means the concentration at half of the fitted maximal effect; on the % scale 0 is the no-effect control and ±100 the full control effect
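Read-out is the ratio of GFP to DsRed2 object intensity, acquired by 488 nm laser-scanning cytometry on HeLa lamin A-EGFP minigene reporter cells. Compound incubation 48 hrs at 37 °C in Opti-MEM with 2% FBS; DMSO 0.5% final.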
CBFb-RUNX1 inh: blocks binding between human CBF-beta and RUNX1; Q01196+Q13951; AlphaScreen CBFb-His/RUNX1-biotin binding, biochemical; Potency, µM (series often up to 59.8 µM), without a hit: top-dose activity, negative = inhibition, usual class: inhibitors; 230,000 tested, under 10 active; AID 1477; further: % of control where 0% means no effect
Target sequence (Q01196 whole entry, looked up): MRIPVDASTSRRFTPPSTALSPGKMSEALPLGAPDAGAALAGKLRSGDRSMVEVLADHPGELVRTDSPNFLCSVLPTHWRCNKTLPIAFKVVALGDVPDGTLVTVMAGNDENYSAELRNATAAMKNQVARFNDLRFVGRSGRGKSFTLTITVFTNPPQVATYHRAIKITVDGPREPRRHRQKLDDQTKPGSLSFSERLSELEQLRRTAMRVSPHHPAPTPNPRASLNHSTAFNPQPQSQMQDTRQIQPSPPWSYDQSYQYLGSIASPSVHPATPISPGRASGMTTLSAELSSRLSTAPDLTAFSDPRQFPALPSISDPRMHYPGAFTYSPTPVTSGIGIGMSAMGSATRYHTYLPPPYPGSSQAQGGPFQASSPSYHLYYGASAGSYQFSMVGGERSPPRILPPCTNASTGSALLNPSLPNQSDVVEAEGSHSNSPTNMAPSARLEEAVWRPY
Target sequence (Q13951 whole entry, looked up): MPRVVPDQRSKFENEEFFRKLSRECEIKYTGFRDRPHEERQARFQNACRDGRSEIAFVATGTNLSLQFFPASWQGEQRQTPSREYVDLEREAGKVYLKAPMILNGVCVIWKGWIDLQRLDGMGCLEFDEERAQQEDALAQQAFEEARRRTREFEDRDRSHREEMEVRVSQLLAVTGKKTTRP
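Inhibition was taken as any reduction in AlphaScreen signal from the CBF-beta–RUNX1 pair (His and biotin tags, 30 nM each), measured after compound (15 min) and bead (90 min) incubations at room temperature.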
Epigenetic derep: epigenetic control regulation, reporter derepression; 0.2% of 280,000 active; murine LDR cells, GFP reporter derepression, 30 h; AID 1865; Potency, µM (titrated, usually from 53.9 µM), for inactives: at the highest dose GFP activation, hits mostly activators; further: potency means the concentration at half of the fitted maximal effect; % of control where 0% means no effect; nearly all actives have a fitted effect of over 60% in size
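Murine LDR cells carrying a silenced, genomically integrated CMV-driven GFP reporter were exposed to compound for 30 hours at 37 C. After PBS washes, GFP-positive cells (20–120 um objects) were counted by laser-scanning microplate cytometry.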
GLA spleen mod: inhibitors or activators of human alpha-galactosidase in spleen homogenate; 0.008% of 240,000 active; Potency, µM (top dose mostly 80 µM), for the others: at the top dose activity change, negative = inhibition, hits mostly inhibitors; P06280; human spleen homogenate, 4MU-alpha-Gal fluorescence, 40 min;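 further: potency means the concentration at half of the fitted maximal effect; 0% = enzyme with vehicle and -100% = no enzyme basal signal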
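qHTS titration in buffer at pH 5.0. Alpha-galactosidase activity in spleen homogenate was measured via 4-methylumbelliferone release from 1 mM fluorogenic substrate after 40 min at 37C and a pH 10 stop. AC50 came from Hill fits of control-normalized data.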
NPSR antag: antagonists of human neuropeptide S receptor cAMP signaling; 1% of 220,000 active; AID 1461; Potency, µM (doses to about 38.3 µM), inactives show top-dose activity change, negative = inhibition, hits mostly inhibitors; CHO-NPSR cells, cAMP TR-FRET, antagonist mode; further: potency means the concentration at half of the fitted maximal effect; on the % scale 0 is the no-effect control and ±100 the full control effect; nearly all actives have a fitted effect of over 50% in size; many of its hits are not listed in these tables
Target sequence (Q6W5P4 whole entry, looked up): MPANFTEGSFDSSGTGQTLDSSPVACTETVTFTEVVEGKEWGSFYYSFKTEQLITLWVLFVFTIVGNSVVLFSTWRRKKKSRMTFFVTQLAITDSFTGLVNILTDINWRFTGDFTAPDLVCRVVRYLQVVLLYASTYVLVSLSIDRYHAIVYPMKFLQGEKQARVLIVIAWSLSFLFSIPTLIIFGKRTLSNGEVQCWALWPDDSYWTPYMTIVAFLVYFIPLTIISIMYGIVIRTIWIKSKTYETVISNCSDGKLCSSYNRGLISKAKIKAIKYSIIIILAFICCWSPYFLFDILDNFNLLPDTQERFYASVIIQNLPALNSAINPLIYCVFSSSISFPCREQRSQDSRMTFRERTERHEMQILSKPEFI
* = called active by the depositor; ? = inconclusive; . = no result given; [ ] = another dose, or the depositor's remark. Unless noted, the call rests on the fitted dose curve; in most records, active means well fitted curve in the direction sought with a large enough effect; inconclusive means small, poorly fitted or top-dose-only effect, or another doubt; inactive means no such curve, though single readings can be large; an effect the other way counts as inactive or inconclusive. These rows are one share of the data; count on the stated rates, not on these rows.

SMILES	KinaseGlo FLuc	IMPase Li inh	NPSR antag	Epigenetic derep	GLA spleen mod	LMNA splice mod	CBFb-RUNX1 inh
CCN(CC)CCSc1nnc2c3cc(C)ccc3n(Cc3ccccc3)c2n1	.	.	-12.2%	-1.3%	1.6%	.	-4.9%
Cc1cc(C)nc(N(C#N)Cc2ccc([N+](=O)[O-])cc2)n1	0.6%	7.3%	-7.9%	-2.1%	-2.2%	.	-0.1%
CC(=O)N(CCCN(C)C)Cc1ccccn1	.	.	-13.9%	8.6%	5.4%	.	5.4%
COC(=O)c1ccccc1NC(=O)NCc1ccc2c(c1)OCO2	-4.7%	-5.8%[38.3 µM]	-7.0%[46.1 µM]	0.0%	8.0%	1.5%	-4.6%
CC(=O)N1c2ccc(S(=O)(=O)CCC(=O)O)cc2CC1C (stereo not given)	1.6%	-26.0%[38.3 µM]	-4.3%[46.1 µM]	-1.3%	-12.2%	5.5%	-0.8%
Cc1ccc(-c2[nH]nc3c2C(c2ccoc2)C(C#N)=C(N)O3)cc1C (stereo not given)	0.8%	34.8%[38.3 µM]	?	-0.2%	-1.9%	3.6%	-0.3%
O=C(NN1C(=O)c2ccc3c4c(ccc(c24)C1=O)CC3)c1ccc(Br)cc1	-1.1%	-1.7%[38.3 µM]	-10.4%[46.1 µM]	0.0%	8.2%	2.7%	-3.1%
O=C(NCCCn1ccnc1)C(=O)NCc1ccccc1	-0.4%	2.9%	-10.9%[46.1 µM]	0.0%	1.2%	-3.2%	3.5%
O=C(c1cn(-c2ccccc2)nc1-c1cccc([N+](=O)[O-])c1)N1CCCCC1	4.0%	-1.1%	-41.8%	4.3%	-1.9%	?	-8.5%
c1ccc2n[nH]nc2c1	.	11.2%	.	.	-14.8%	.	8.4%[21.7 µM]
O=C1CC(c2cccc(Cl)c2)c2cc3c(cc2N1)CCC3 (stereo not given)	1.5%	7.0%[38.3 µM]	-6.5%[46.1 µM]	-0.3%	-9.8%	?	-1.4%
Cc1ccc2c(=O)[nH]c(Nc3nc(C)cc(-c4ccccc4)n3)nc2c1	.	.	31.2%	14.8%	-10.3%	.	8.4%
CCOC(=O)c1c(NC(=O)/C=C/c2ccc3c(c2)OCO3)sc(C)c1CC	-2.7%	-24.0%[38.3 µM]	-15.9%[46.1 µM]	-1.2%	-2.4%	?	8.2%
N/C(Cc1cccs1)=N\OC(=O)COc1ccc(Br)cc1	-4.1%	1.9%[38.3 µM]	-12.5%[46.1 µM]	1.0%	-8.1%	-3.3%	?
COc1ccc(N(C(=O)c2ccccc2OC)C2C=CS(=O)(=O)C2)c(OC)c1 (stereo not given)	1.6%	36.5%[activator][38.3 µM]	-9.9%[46.1 µM]	0.9%	0.8%	-5.8%	11.8%
CC(c1ccco1)N(C(=O)COc1ccc(Cl)cc1)c1ccccn1 (stereo not given)	-5.8%	2.6%[38.3 µM]	4.6%[46.1 µM]	1.0%	-3.2%	5.4%	2.7%
COc1cc(OC)cc(C(=O)OCCNC(=O)Cn2cnc3c2c(=O)n(C)c(=O)n3C)c1	1.1%	1.4%	3.2%	0.0%	-2.5%	?	2.2%
CCOc1ccc(C(=O)NCCCN2CCOCC2)cc1OCC	-2.4%	-2.5%	12.3%	-0.6%[10.1 µM]	1.9%	20.5%[46 µM]	1.3%
C/C(=N\NC(=O)c1cc(C)nc2ccccc12)c1cccs1	.	.	-9.5%	0.4%	1.7%	.	-2.4%
Cc1nc2ccc(NC(=O)/C=C/C(=O)O)cc2nc1C	0.4%	-5.9%	26.9%	0.5%	-1.1%	-8.2%[46 µM]	-11.2%
COC(=O)Cn1c(C)nc2c(sc3nc(C)cc(C)c32)c1=O	-0.2%	-5.5%[38.3 µM]	-5.1%[46.1 µM]	-0.8%	-17.2%	-3.8%	6.5%
CCS(=O)(=O)N1CCN(C(=O)c2ccc(-c3ccccc3)cc2)CC1	-3.6%	-0.1%[38.3 µM]	-6.5%[46.1 µM]	-1.1%	0.6%	?	0.8%
CN(C)c1ccc(-c2cncnc2NCCN2CCOCC2)cc1	.	18.9%	.	.	0.2%	?	.
COc1ccccc1OCc1nnc(SCCN2CCOCC2)o1	-0.9%	-6.9%[38.3 µM]	6.7%[46.1 µM]	-0.2%	1.1%	7.3%	6.7%

Some of the entries so far, field by field.
molecule: O=C(NN1C(=O)c2ccc3c4c(ccc(c24)C1=O)CC3)c1ccc(Br)cc1
- KinaseGlo FLuc: -1.1%
- IMPase Li inh: -1.7%[38.3 µM]
- NPSR antag: -10.4%[46.1 µM]
- Epigenetic derep: 0.0%
- GLA spleen mod: 8.2%
- LMNA splice mod: 2.7%
- CBFb-RUNX1 inh: -3.1%
molecule: O=C(NCCCn1ccnc1)C(=O)NCc1ccccc1
- KinaseGlo FLuc: -0.4%
- IMPase Li inh: 2.9%
- NPSR antag: -10.9%[46.1 µM]
- Epigenetic derep: 0.0%
- GLA spleen mod: 1.2%
- LMNA splice mod: -3.2%
- CBFb-RUNX1 inh: 3.5%

The results go on.
SMILES	KinaseGlo FLuc	IMPase Li inh	NPSR antag	Epigenetic derep	GLA spleen mod	LMNA splice mod	CBFb-RUNX1 inh
O=C(NCCCN1CCOCC1)[C@@H]1CSC2c3ccccc3C(=O)N21 (stereo not given in full)	-1.1%	12.8%[38.3 µM]	-5.5%[46.1 µM]	0.9%	10.2%	-4.2%	7.4%
CCCN(CCC)C(=O)Cn1c(=O)c2ccccc2n2c(=S)sc(-c3ccccc3C)c12	1.9%	7.8%	-58.5%	1.0%	-1.2%	-4.5%	0.3%
Cc1ccc(S(=O)(=O)N2CCOCC2)cc1NC(=O)c1cccc(S(=O)(=O)N2CCCC2)c1	2.7%	9.7%	-1.0%	-0.5%	4.6%	-2.1%[46 µM]	8.3%
COc1cc(C(=O)N2CCN(C(=O)CC(C)C)CC2)cc(OC)c1OC	-0.5%	3.7%	-4.9%[46.1 µM]	-1.1%	9.4%	-6.4%	8.2%
Nc1c(C(=O)NCc2ccccc2)nnn1Cc1ccccc1	-4.0%	5.2%[38.3 µM]	-4.8%[46.1 µM]	-8.4%	6.6%	8.5%	3.3%
CCOC(=O)C1=C(CSc2n[nH]c(N)n2)NC(=O)NC1C (stereo not given)	0.3%	1.0%[38.3 µM]	-2.0%[46.1 µM]	0.3%	5.3%	5.6%	-3.0%
O=C(CN(C(=O)CCC(=O)Nc1nccs1)c1ccc2c(c1)OCCO2)NCc1ccco1	-6.9%	16.4%[38.3 µM]	-1.8%[46.1 µM]	-0.1%	-3.1%	-3.8%	1.2%
Cc1ccc(N=C2NC(=O)/C(=C/c3cccn3C)S2)cc1	.	.	?	0.4%	-22.2%	.	-23.2%
CC(=O)NCCCC(=O)NNC1CC(=O)N(c2cccc(Cl)c2)C1=O (stereo not given)	.	.	-15.6%	-4.1%	-10.4%	.	4.9%
CCC(CC)c1nnc(NC(=O)C2CCCO2)s1 (stereo not given)	-3.1%	13.5%	-0.7%	2.0%	0.6%	.	5.1%
CCCCn1c(-c2ccco2)nc2oc3ccccc3c(=O)c2c1=O	.	.	47.9%	1.6%	2.3%	.	3.6%
Cc1ccc(S(=O)(=O)NCCOc2nc(N(C)C)nc(N(C)C)n2)cc1	.	.	-13.3%	1.4%	-4.0%	.	-2.4%
CCc1c(C)nn(C(=O)/C(C#N)=C\N(C)C)c1C	-0.1%	2.4%	19.3%	-3.8%	0.2%	-11.6%[46 µM]	6.2%
Cc1cccc2nc(CSCc3ccco3)cn12	5.4%	-2.9%[38.3 µM]	4.6%[46.1 µM]	0.9%	2.9%	5.2%	-5.3%
O=C(C1CCCN(S(=O)(=O)c2cnc[nH]2)C1)N(CCc1ccccc1)Cc1ccccc1 (stereo not given)	16.7%	3.8%[38.3 µM]	-4.2%[46.1 µM]	1.7%	-10.7%	3.7%	-0.2%
CCN(CC)S(=O)(=O)c1ccc(N2CCCC2)c(C(=O)Nc2ccc(OC)c(Cl)c2)c1	1.1%	10.8%	-1.2%	-1.9%	1.3%	-11.1%	7.3%
CC(C)(C)c1ccc(NC(=O)COC(=O)CCN2C(=O)c3cccc([N+](=O)[O-])c3C2=O)cc1	-0.6%	-1.3%	18.4%	0.0%	1.0%	1.1%	0.6%
O=C(NCc1ccco1)C(c1ccco1)N(Cc1cccs1)C(=O)Cn1nnc2ccccc21 (stereo not given)	1.2%	17.0%	-14.9%[46.1 µM]	-1.2%	11.9%	-1.7%	7.6%
O=C(/C=C/c1ccccn1)c1cc(Br)ccc1O	.	.	?	0.9%	-12.2%	.	-0.4%
O=C(Nc1cccc(NC(=O)c2nccc3ccccc23)c1)c1ccco1	-2.2%	-6.5%[38.3 µM]	-16.5%[46.1 µM]	0.2%	-3.2%	-1.3%	-26.3%
COc1cccc(CCc2nnc(CCC(=O)N3CCN(Cc4ccccn4)CC3)o2)c1	.	1.7%	-9.9%	1.2%	0.1%	.	3.4%
Cc1ccc(-c2ccc(/C=N\NC(=O)C3C(=O)NCC3c3ccccc3)o2)cc1Cl (stereo not given)	-2.9%	22.0%[38.3 µM]	-12.3%[46.1 µM]	3.5%	-0.4%	?	-29.8%
Cn1c(SCC(=O)N=Nc2c(O)[nH]c3ccccc23)nc2ccccc21	-0.1%	4.5%	11.4%	-1.0%	-2.5%	-19.7%	17.0%
CCCCn1c(-c2ccco2)nc2ccccc2c1=O	-4.8%	15.6%[38.3 µM]	-19.0%[46.1 µM]	-1.2%	-3.5%	12.6%	-0.5%
NC(=O)c1ccsc1NC(=O)COc1ccccc1	-28.2%	14.3%[38.3 µM]	-13.1%[46.1 µM]	0.0%	0.5%	0.1%	3.2%
CC1=CC(C)(C)Nc2ccc(C)cc21	-2.4%	-7.9%[38.3 µM]	-11.3%[46.1 µM]	0.0%	-5.7%	4.3%	?
CCCN(Cc1nc(-c2ccc(Cl)cc2)no1)CC1CCCO1 (stereo not given)	-0.6%	8.0%	15.0%	0.0%	-3.8%	?	9.8%
CCCC1(C(=O)OCC)NC(c2ccc(N(C)C)cc2)C2C(=O)N(c3ccc(OCC)cc3)C(=O)C21 (stereo not given)	.	.	-14.9%[46.1 µM]	?	0.3%	?	-12.3%
COc1ccc(S(=O)(=O)N2CCN(C(=O)NC3CCCCC3)CC2)cc1	-1.8%	-5.6%	-1.8%	-3.2%	-4.0%	.	-1.7%
